# Bioassay records from PubChem.
# AHR act: AHR activators, primary screen, cell-based, luminescence, luciferase reporter, human; Aryl hydrocarbon receptor (Homo sapiens), P35869; AHR-responsive luciferase reporter cells; activation, % at 5 µM; actives 2.5% (n = 320,000); in the data active = activation above about 47%;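 also: 0% = vehicle wells and 100% = reference agonist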
# EBNA-1 inhibitor: EBNA-1 DNA-binding inhibitors, primary screen, biochemical, fluorescence polarization. AID 1950, 2009. inhibition, % at 14.8 µM. actives 0.34% (n = 300,000); in the data active = inhibition above about 28%
# ZTA counter: blocks Epstein-Barr virus ZTA, an EBNA-1 counter-screen. actives 0.15% (n = 320,000). AID 2234. ZTA-DNA binding, fluorescence polarization. inhibition, % at 11 µM. P03206; in the data active = inhibition above about 33%
# LAP4-GFP MLPCN: modulators of LAP4-GFP expression in yeast, primary screen, S. cerevisiae, multiplex flow cytometry, MLPCN library. GFP response vs DMSO, % at 10 µM. 3 h; median GFP as percent of DMSO wells. AID 2023, 2009. actives 0.34% (n = 320,000);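 active = GFP response vs DMSO above a set limit, about the screen mean plus 3 SD, cut at about 150% in these data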
# RPL19A-GFP yeast: RPL19A-GFP expression modulators in yeast, primary screen, cell-based, S. cerevisiae, multiplex flow cytometry, MLPCN; percent response vs DMSO, % at 10 µM; actives 0.3% (n = 330,000); S. cerevisiae RPL19A-GFP strain, 3 h; stronger effect = lower value; AID 2025, 2009;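 active = percent response vs DMSO below 50%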;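 also: median channel GFP fluorescence of the barcoded RPL19A-GFP strain; ratio of sample median GFP to plate DMSO average so 100% = DMSO; lower means less RPL19A-GFP as with rapamycin TOR inhibition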
# MEP2 TOR yeast: modulators of MEP2-GFP levels in yeast, primary screen, S. cerevisiae, multiplex flow cytometry, MLPCN library; S. cerevisiae MEP2-GFP strain, 3 h; 100% = DMSO control level; GFP response vs DMSO, % at 10 µM; actives 0.51% (n = 330,000); AID 2016, 2009;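 active = GFP response versus DMSO above a set limit, roughly screen mean plus 3 SD, cut at about 180% in these data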;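 also: median GFP fluorescence of the barcode-gated MEP2-GFP cells per well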
# procasp3 activ: activators of human procaspase-3 D3A mutant, primary screen, biochemical, absorbance, PC-3 D3A mutant, single concentration | AID 463141, 2010 | actives 0.11% (n = 330,000) | recombinant procaspase-3 D3A, Ac-DEVD-pNA absorbance 405 nm | Caspase-3 (Homo sapiens), P42574 | activation, % at 8.5 µM;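 active = activation above the mean of all tested compounds plus 3 SD, cut at about 21% in these data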;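 also: 0% = DMSO alone and 100% = DMSO wells spiked with extra 5 µM PC-3 D3A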
#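 System: Procaspase-3 D3A mutant. Medium: Zinc-free 300 mM NaCl, 50 mM HEPES, 0.01% Triton X-100. Schedule: 1 h preincubation plus 2 h reaction at 25 °C. Measured by: 405 nm absorbance of p-nitroaniline, reads at 0 and 120 min. Read-out: percent activation relative to control range.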
# proCasp7 act: procaspase-7 activators, primary screen, counter-screen for procaspase-3 activator project, biochemical, absorbance, HTS, human. recombinant procaspase-7, Ac-DEVD-pNA absorbance 405 nm; D23A/D198A/D206A triple mutant, cannot self-cleave; scale: DMSO 0, 5 µM enzyme 100. activation, % at 8.5 µM. actives 0.093% (n = 330,000). AID 463210, 2010;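 active = percent activation above the screen-wide mean plus 3 SD, cut at about 25% in these data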
#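 Assay system – Uncleavable procaspase-7 mutant enzyme · Quantity – 2 µM procaspase-7 mutant as dispensed · Times – 1 h preincubation, 2 h reaction · Dosing – single nominal 8.5 µM compound dose, 0.8% DMSO final · Buffer or medium – Zinc-free 50 mM HEPES buffer, pH 7.4, with NaCl and Triton X-100 · Detection – Epi-absorbance of released pNA at 405 nm, two timepoints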
# The depositor's hits bear a star; x = no result given.
SMILES,AHR act,EBNA-1 inhibitor,ZTA counter,LAP4-GFP MLPCN,RPL19A-GFP yeast,MEP2 TOR yeast,procasp3 activ,proCasp7 act
COc1ccc(NC(=O)COC(=O)c2ccc(Br)o2)cc1OC,1,11,19,85,94,86,9,7
NCCCC[C@@H]1NC(=O)c2cc([N+](=O)[O-])cc(F)c2NCCCC[C@@H](C(N)=O)NC(=O)[C@H](CCC(N)=O)NC1=O,2,5,-15,134,97,89,-10,0
Cc1[nH]n(-c2ccc(Cl)cc2)c(=O)c1C=NC12CN3CN(CN(C3)C1)C2,9,-8,7,92,103,105,0,-4
Cc1cc(-c2ccc(S(=O)(=O)Nc3ccc(C#N)cc3)s2)on1,1,-7,4,88,96,99,8,5
O=C(Cn1cc(C(F)(F)F)cc(Cl)c1=O)NCc1ccc(F)cc1,5,-2,-5,91,98,96,1,4
CC(C)(O)[C@H](O)COc1c2occc2cc2ccc(=O)oc12,6,5,3,131,106,98,10,5
CCn1nnc(NC(=O)c2cccc(-c3cc4ccccc4oc3=O)c2)n1,17,3,-15,109,100,102,-5,1
Cc1c(/C(O)=C2\C(=O)C(=O)N(CCN(C)C)C2c2cccs2)cnn1-c1ccccc1 (stereo not given),10,-1,-17,94,97,98,4,-12
CC1CCN(c2nc3ccc(C(=O)O)cc3s2)CC1,-7,-2,10,118,95,103,1,-2
COC(=O)CCCC1=CC2=CC(=O)C(C)(OC(=O)c3cccs3)C(=O)C2=CN1CCCCO (stereo not given),1,3,-4,94,97,101,-1,-14
COC(=O)c1ccc(NC(=S)Nc2ccc(O)cc2)cc1,2,2,1,129,102,102,-12,-23
O=C1CC(C(=O)N(c2ccc(F)cc2)C(C(=O)NC2CCCC2)c2ccccn2)CS1 (stereo not given),1,-9,0,110,106,116,-1,1
COc1cccc(CNS(=O)(=O)c2cn(C)cn2)c1,10,-11,9,92,97,89,7,4
CCOC(=O)NC1(Nc2cccc(Cl)c2)Oc2ccccc2O1,7,-12,-9,98,101,95,-24,-31
CC(=O)CCc1oc2ccc(C)cc2c1Cc1ccccc1,22,4,-2,88,99,102,3,-10
COc1ccc(NC(=O)C2C3C=CC4(O3)C2C(=O)N(CCCN2CCCCC2)C4C(=O)NC2CCCC(C)C2C)cc1 (stereo not given),0,-9,0,89,87,103,-16,1
CCOc1ccc(N=C2Sc3nc4ccc(C)cc4cc3CN2CCOC)cc1,5,0,9,90,88,126,-6,-12
Cc1ccccc1OC1CCN(C(=O)C2CCC(=O)N(C3CCCC3)C2)CC1 (stereo not given),-2,7,0,156*,88,99,4,-2
O=C(NNC(=S)NC(=O)c1ccc(F)cc1)c1ccncc1,1,x,x,99,98,103,-3,-10
COc1cc(/C=N/N2C(=O)c3ccccc3NC2(C)c2cccc([N+](=O)[O-])c2)cc(Br)c1O (stereo not given),2,-3,-13,109,101,102,-4,1

# Taken from above.
# Entry of CC(C)(O)[C@H](O)COc1c2occc2cc2ccc(=O)oc12 in proCasp7 act: 5
# Entry of COc1ccc(NC(=O)C2C3C=CC4(O3)C2C(=O)N(CCCN2CCCCC2)C4C(=O)NC2CCCC(C)C2C)cc1 (stereo not given) in EBNA-1 inhibitor: -9

# (cont.)
SMILES,AHR act,EBNA-1 inhibitor,ZTA counter,LAP4-GFP MLPCN,RPL19A-GFP yeast,MEP2 TOR yeast,procasp3 activ,proCasp7 act
O=C(Nc1cc(Cl)cc(Cl)c1)c1cnn2cccnc12,15,-2,-15,102,97,102,5,11
Cn1cc(-c2ccno2)c(C(=O)O)n1,1,-4,-5,98,97,99,-8,5
N#Cc1cccc(-c2cn(S(=O)(=O)c3ccc(Cl)cc3)nc2N)c1,26,17,0,96,106,105,-10,-2
O=C(CNc1cccc2ccccc12)N/N=C/c1ccccn1,46,4,10,105,95,97,-2,-6
CC1CC(N(C(=O)c2ccco2)c2ccccc2)c2ccccc2N1 (stereo not given),0,6,6,91,101,99,4,-2
COC(=O)Nc1ccc(S(=O)(=O)N2CCCC(C(=O)Nc3cccnc3)C2)cc1 (stereo not given),5,-8,6,86,95,90,7,7
CCOC(=O)Cc1csc(NC(=O)CCN2C(=O)c3cccc([N+](=O)[O-])c3C2=O)n1,0,6,0,101,106,104,5,-4
O=C(O)C(Cc1ccc(F)cc1)c1ccccc1 (stereo not given),4,7,-2,87,107,109,12,5
COc1cccc(N(C(=O)c2snc(C(N)=O)c2N)C(C(=O)NCC2CCCO2)c2ccc(F)cc2)c1 (stereo not given),1,-2,1,95,100,102,5,6
COc1cc(C)ccc1OCCON1C(=O)CCC1=O,3,3,-2,106,96,100,2,6
O=C(COC(=O)c1cc2ccccc2cc1O)c1ccccc1,3,6,7,105,94,99,6,-2
Cc1cccnc1-n1c(CCN2C(=O)c3ccccc3C2=O)nc2ccccc2c1=O,2,2,-2,95,98,102,-7,5
Cc1cc(NC(=O)NN2CCOCC2)nn1-c1c(Cl)cccc1Cl,-2,-7,-1,98,93,91,3,9
CCNC(=O)c1c(C)[nH]c(C(=O)OCC)c1C,4,0,6,109,109,115,6,5
Cc1ccccc1N(CC(=O)NC(C)(C)C)C(=O)CCC(=O)Nc1nccs1,-2,-2,-5,87,102,102,-4,0
O=C(O)CSc1nc2c(c(=O)[nH]1)CCCC2,1,-4,-1,119,110,112,4,0
O=C(C1CCCO1)N(c1cccc(Cl)c1)C1C=CS(=O)(=O)C1 (stereo not given),-1,7,-2,92,96,100,0,-1
COC(=O)Cc1ccc(NC(=S)N2CCCC(CO)C2)cc1 (stereo not given),-1,13,9,80,106,84,-9,-5
COc1ccc(C(=O)N[C@H](C(=O)Nc2nc3c(s2)CCCC3)C(C)C)cc1,2,5,19,98,109,110,4,4
O=C(CSc1nnc(NC(=O)C2CCC2)s1)Nc1ccccc1Br,3,9,13,107,107,114,1,4
Cc1cccc(NC(=S)NNC(=O)c2ccc3c(c2)OCO3)c1,27,-1,0,89,104,98,-14,-10
C/C(CC(=O)Nc1cccnc1)=N\NC(=O)c1ccc([N+](=O)[O-])c(Cl)c1,15,1,-19,100,105,101,-4,-4
Cc1nn(C)c(C)c1CN(C(=O)C1CCC(=O)N(C2CCCCCC2)C1)C(C)C (stereo not given),-1,-9,-9,86,99,92,7,11
COc1ccc(NC(=O)C2=CC(c3ccc(C)cc3)=NS(=O)(=O)N2C)cc1,6,5,-3,98,99,103,7,2
CCCNC(=O)OCc1cccnc1Sc1ccc(C)cc1,4,8,7,119,92,92,8,0
O=C(CN1C(=O)c2cccnc2Oc2ccc(Cl)cc21)NCCc1ccccc1,3,-8,-15,94,88,145,1,-5
COc1ccc(CSCC(=O)N/N=C/c2ccc(OCC(=O)NCc3ccco3)cc2)cc1,4,2,-8,95,97,101,-1,3
COc1ccc(S(=O)(=O)NNC(=O)C(=O)NNc2ccccn2)cc1,0,-5,12,115,102,96,4,3
Cc1cc(=O)[nH]c(SCC(=O)OCc2ccccc2)c1C#N,3,-3,0,93,98,96,-18,3
O=c1c2c(ncn2C2CCCC2)n(Cc2ccccc2)c(=O)n1CCOc1ccccc1,-3,-3,-2,102,100,106,9,12
CCCCn1c(C23CC4CC(CC(C4)C2)C3)n[nH]c1=S,-1,14,3,82,102,98,-16,-29
Cc1ccccc1NC(=O)CN1C(=O)N/C(=C\c2ccccc2OCc2ccc(C(=O)O)cc2)C1=O,1,-11,4,96,107,101,6,2
COc1ccc(CC(=O)Nc2cccnc2)cc1,3,0,5,92,100,118,3,9
Cc1cccc(OCCCCc2c(C)n[nH]c2C)c1,-5,3,4,116,102,99,-6,-13
O=C(COC(=O)/C=C/c1cccc(C(F)(F)F)c1)NCc1ccco1,1,-12,-3,100,108,112,-7,8
CS(=O)(=O)Nc1ccc(C2=NN(C(=O)c3ccco3)C(c3ccccc3F)C2)cc1 (stereo not given),15,-3,-10,93,101,98,-11,-8
COC(=O)c1cc(=O)n(Cc2ccc3c(c2)OCO3)c(=Nc2ccc(F)c(Cl)c2)s1,-1,-11,-5,113,100,110,4,-6
Cn1nnnc1SCC(=O)N1CCCCC1,-1,-9,-15,93,100,104,6,5
CCN(CC)CCNC(=O)c1cc(Br)c(N)cc1OC,2,-2,17,104,102,105,-4,-4
Cc1nn(CC(=O)N2c3ccccc3NC(=O)C2(C)C)c(C)c1[N+](=O)[O-],1,0,0,100,99,103,2,9
CC(=O)C1=C(O)C(=O)N(c2ccc(Br)cc2)C1c1ccc(Cl)cc1 (stereo not given),42,13,5,102,98,95,7,-1
CCOc1ccc2[nH]c(=O)c(CN(Cc3ccco3)Cc3nnnn3Cc3ccccc3)cc2c1,10,-1,-9,104,100,107,-17,-8
Cc1ccc(NS(=O)(=O)c2ccc(OCC(=O)NCc3ccccn3)cc2)cc1,5,-6,4,93,100,83,7,3
COC(=O)c1ccc(CSc2nnc(NC(C)C)s2)o1,-1,-3,-14,99,99,98,8,5
Cc1ccc(N2C(=O)N(CC(=O)Nc3cccc([N+](=O)[O-])c3C)C(=O)C2C)cc1 (stereo not given),2,-9,1,96,89,96,1,7
COc1cccc(-c2ccc(SCC(=O)N3CCN(c4ccccc4)CC3)nn2)c1,5,-1,12,108,95,97,-4,-10
CNC(=O)Cn1nc(-c2ccc(C)cc2)c2ccccc2c1=O,2,-11,-20,101,97,97,-4,-2
COc1ccc(OC(=O)COc2ccc(C)cc2)cc1,0,-5,-7,100,99,104,-3,2
Cc1ccc(C(=O)N/C(=C\c2ccco2)C(=O)NCCCn2ccnc2)cc1C,2,8,-5,104,103,99,2,-3
CCn1c(C)nc2cc(C(=O)N/N=C/c3ccccc3)ccc21,-6,7,-7,101,104,104,3,-2
COC(=O)c1csc(S(=O)(=O)N2CCOCC2)c1OC,1,3,12,105,100,104,-2,4
COc1ccc(C2=NS(=O)(=O)N(C)C(C(=O)N3CCC(C(N)=O)CC3)=C2)cc1,5,1,-1,96,97,96,1,9
CCCCOc1ccc(-c2[nH]ncc2C=O)cc1,27,-4,-23,84,97,100,7,10
O=C(CCS(=O)(=O)c1ccccc1)N(CCCN1CCOCC1)c1nc2c(F)cccc2s1,6,0,-17,111,96,91,8,-2
COc1c(C)cc(Br)cc1C(=O)Nc1ccc(N2CCN(S(C)(=O)=O)CC2)cc1,-3,12,14,102,99,100,1,0
O=C1NCCCC1C(=O)N/N=C/c1cccc([N+](=O)[O-])c1 (stereo not given),0,7,-15,111,100,105,2,10
CC(C)c1ccc(/C=N/NC(=O)CN(c2cccc(Cl)c2Cl)S(C)(=O)=O)cc1,23,-2,10,114,99,109,5,-3
O=C(CSc1nnc(Cn2nnc3ccccc32)o1)N(Cc1ccc(Cl)cc1)c1ccccc1,-3,-2,12,108,105,111,4,-7

# Ordered by the number under AHR act (lowest first): 5 from the list above.
molecule | AHR act
CCn1c(C)nc2cc(C(=O)N/N=C/c3ccccc3)ccc21 | -6
O=C1NCCCC1C(=O)N/N=C/c1cccc([N+](=O)[O-])c1 (stereo not given) | 0
Cc1ccc(N2C(=O)N(CC(=O)Nc3cccc([N+](=O)[O-])c3C)C(=O)C2C)cc1 (stereo not given) | 2
COc1cccc(-c2ccc(SCC(=O)N3CCN(c4ccccc4)CC3)nn2)c1 | 5
CC(C)c1ccc(/C=N/NC(=O)CN(c2cccc(Cl)c2Cl)S(C)(=O)=O)cc1 | 23
